BCR signal inh – blocks chronic active B-cell receptor signaling; actives 0.05% (n = 340,000); Potency, µM (highest dose often 46.1 µM), without a hit: at the highest dose ratio change, negative = lower green/red ratio, hits mostly inhibitors; ABC-DLBCL IkBa-CBG/CBR reporter, luminescence ratio, 4 h; AID 493014; active = well fitted inhibition curve with a large enough effect in the signal ratio, with a control signal flat, not every such curve was filed as active; inconclusive = small, poorly fitted or top-dose-only effect, or effect the other way, or a change in a side signal; the % refers to the signal ratio;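 also: potency is read from the fitted curve at half-maximal effect; plate controls were basal doxycycline-induced cells for no effect and cells given 10 µM MG132 for full effect; MG132 reads +100%, hits lower the ratio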
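Concentration-response series (up to 46 uM) were applied to TMD8 dual-reporter cells for 4 h at 37C with doxycycline. Green/red ratio, after filter-overlap correction, defined %Activity; red signal alone was normalised to basal cells and zero luminescence.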
PTAP TSG101 blk – blocks PTAP/TSG101 interaction to inhibit HIV-1 budding; 340,000 tested, under 10 active; Potency, µM (doses to about 115 µM), without a hit: top-dose activity change, negative = inhibition, hits mostly inhibitors; Fluorescence polarization, FITC-PTAP peptide / Tsg101 binding; active = well fitted inhibition curve with a large enough effect in the main read-out, with a control signal flat, not every such curve was filed as active; inconclusive = small, poorly fitted or top-dose-only effect, or effect the other way, or a change in a side signal; inactive = no such curve, though single readings can be large or run the other way; also: potency is read from the fitted curve at half-maximal effect; % of control where 0% means no effect
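Compounds were pin-transferred onto Tsg101 binding domain (10 uM final) in HEPES pH 7.5 buffer, then FITC-PTAP peptide was added at 50 nM final. After 20 min at RT, polarization reported peptide displacement across a qHTS concentration series.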
uPA generation – cell surface uPA generation inhibition. Potency, µM (doses to about 38.3 µM), inactives show at the top dose activity change, negative = inhibition, most hits filed as inhibitors. actives 0.31% (n = 330,000). cell surface uPA generation assay, qHTS; active = well fitted inhibition curve with a large enough effect; inconclusive = small, poorly fitted or top-dose-only effect; inactive = no such curve, though single readings can be large or run the other way; tested in mouse RAW 264.7 cells; also: potency is read from the fitted curve at half-maximal effect; % is scaled to controls: 0 for no effect and ±100 for the full control effect; nearly all actives have a fitted effect of over 55% in size
Tb PFK inh – blocks T. brucei phosphofructokinase. T. brucei PFK, ADP-Glo luminescence. AID 485367. Potency, µM (highest dose often 57.5 µM), without a hit: top-dose activity, negative = inhibition, hits mostly inhibitors. actives 0.17% (n = 330,000). O15648;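 also: potency is read from the fitted curve at half-maximal effect; 0% = uninhibited 1x PFK enzyme wells and -100% = no-enzyme wells; nearly all actives have a fitted effect of over 60% in size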
Target sequence (O15648 whole entry, looked up): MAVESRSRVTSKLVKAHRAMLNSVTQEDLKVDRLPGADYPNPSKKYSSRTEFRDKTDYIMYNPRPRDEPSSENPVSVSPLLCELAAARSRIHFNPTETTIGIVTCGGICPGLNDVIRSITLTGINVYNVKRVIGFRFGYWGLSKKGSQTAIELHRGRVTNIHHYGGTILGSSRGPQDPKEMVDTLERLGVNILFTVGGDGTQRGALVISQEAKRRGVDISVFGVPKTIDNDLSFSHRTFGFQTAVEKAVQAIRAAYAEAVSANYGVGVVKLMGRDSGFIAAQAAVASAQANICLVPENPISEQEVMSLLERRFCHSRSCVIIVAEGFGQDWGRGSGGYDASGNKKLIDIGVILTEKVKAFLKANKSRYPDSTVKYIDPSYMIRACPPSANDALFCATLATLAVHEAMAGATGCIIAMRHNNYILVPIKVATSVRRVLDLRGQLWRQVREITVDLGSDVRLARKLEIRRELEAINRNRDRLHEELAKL
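PFK 1.25 nM, F6P 0.5 mM, ATP 0.1 mM, 0.1 M TEA pH 8.0, 5 mM MgCl2, 0.01% Tween20, 0.1% BSA; 45 min RT. ADP-Glo readout. qHTS titration up to 57 uM; curves fitted, compounds curve-classed.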
USP2a inh – blocks human ubiquitin-specific protease USP2a; O75604; USP2 core, Ub-CHOP2 coupled fluorogenic reporter, 485/531; actives 0.01% (n = 330,000); Potency, µM (doses to about 38.3 µM), without a hit: at the top dose activity change, negative = inhibition, usual class: inhibitors; AID 463254;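 also: potency is read from the fitted curve at half-maximal effect; plate controls were DMSO wells for no effect and full inhibition by NEM control for full effect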
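USP2 core (10nM final) preincubated 30min RT with compound in 20mM Tris-HCl pH 8.0, 2mM CaCl2, 2mM beta-mercaptoethanol, 0.05% CHAPS; 25nM Ub-CHOP2 plus 25nM reporter substrate added, fluorescence (Ex485/Em531) read after 60min.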
B2AR arrestin – beta2AR (human) beta-arrestin recruitment activity | P07550 | beta-arrestin recruitment to beta2AR, cell-based reporter | Potency, µM (titrated, usually from 46.1 µM), for inactives: at the top dose activation, most hits filed as activators | actives 0.02% (n = 330,000);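 also: potency is read from the fitted curve at half-maximal effect; 0% = DMSO controls and full agonism = EC100 isoproterenol or metaproterenol; nearly all actives have a fitted effect of over 65% in size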
Mito fusion act – inhibitors of mitochondrial division or activators of mitochondrial fusion; S. cerevisiae fusion-defective mutant growth rescue, CellTiterGlo 48 h; Potency, µM (highest dose often 46.1 µM), for inactives: top-dose growth rescue (activation), usual class: activators; actives 0.23% (n = 320,000); AID 485298;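 also: potency is read from the fitted curve at half-maximal effect; % of control where 0% means no effect; nearly all actives have a fitted effect of over 45% in size; temperature-sensitive fusion mutants such as fzo1-1 at 37 °C on non-fermentable ethanol glycerol medium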
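S. cerevisiae fusion-defective temperature-sensitive mutants (e.g. fzo1-1, mgm1-5) grown 48 h at 37C in YPEG (ethanol/glycerol non-fermentable) medium with 23 nl compound per well; growth rescue read as CellTiterGlo luminescence.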
TSHR antag – human thyrotropin receptor antagonism. actives 0.2% (n = 330,000). P16473. TSHR-expressing cells, TSH-stimulated cAMP HTRF, 2 h; active compounds read low. activity change, negative = inhibition, % at 11.5 µM;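 active = activity change below a set negative limit, meaning inhibition stronger than a set level, cut at about -70% in these data; inconclusive = activity change between two set negative limits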; also: % is scaled to controls: 0 for no effect and ±100 for the full control effect
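Inhibition of cAMP made by TSHR-expressing cells under TSH stimulation (4nM final, EC80; 2 h, 37 deg C) is quantified with a one-step lysis HTRF kit, anti-cAMP cryptate versus cAMP-d2.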
Eya2 inh – Eya2 (human) phosphatase inhibition; O00167; recombinant Eya2, OMFP fluorescence dephosphorylation (OMFP is methylfluorescein phosphate); Potency, µM (series often up to 76.9 µM), for the others: at the top dose activity, negative = inhibition, usual class: inhibitors; actives 0.006% (n = 330,000); AID 488837; also: potency is read from the fitted curve at half-maximal effect; % is scaled to controls: 0 for no effect and ±100 for the full control effect
Target sequence (O00167 whole entry, looked up): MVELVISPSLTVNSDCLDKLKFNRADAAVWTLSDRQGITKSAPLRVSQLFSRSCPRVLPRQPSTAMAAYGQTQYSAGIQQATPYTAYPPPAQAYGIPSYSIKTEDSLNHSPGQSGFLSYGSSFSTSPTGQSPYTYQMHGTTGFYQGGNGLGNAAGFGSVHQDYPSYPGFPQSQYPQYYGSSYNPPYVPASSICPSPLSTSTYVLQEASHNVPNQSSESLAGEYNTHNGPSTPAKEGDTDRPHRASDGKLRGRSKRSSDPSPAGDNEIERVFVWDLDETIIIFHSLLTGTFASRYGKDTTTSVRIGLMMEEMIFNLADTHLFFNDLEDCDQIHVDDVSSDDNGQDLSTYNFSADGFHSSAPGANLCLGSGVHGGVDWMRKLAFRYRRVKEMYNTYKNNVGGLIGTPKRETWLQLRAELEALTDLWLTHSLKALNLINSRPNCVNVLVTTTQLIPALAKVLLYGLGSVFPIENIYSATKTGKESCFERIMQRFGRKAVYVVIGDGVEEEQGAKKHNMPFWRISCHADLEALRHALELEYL
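Eya2 protein (added as 0.2 uM solution) was preincubated with compound for 10 min at ambient temperature in 50 mM HEPES pH 7.5, 50 mM NaCl, 5 uM MgCl2, 0.05% BSA, 1 mM DTT. OMFP (added at 50 uM) then reacted 10 min; fluorescence read at 485/525 nm.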
TCR activator – activators of T cell receptors; primary human leukocytes, anti-CD3, IL-2 HTRF, 48 h; Potency, µM (highest dose often 9.22 µM), without a hit: at the highest dose activation of IL-2 secretion, actives largely listed as activators; 330,000 tested, under 10 active; also: % of control where 0% means no effect
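IL-2 produced over 48 hr by a-CD3 bead-stimulated primary human leukocytes exposed to compounds was detected with a homogeneous time-resolved FRET immunoassay, 665nm acceptor signal after 320nm excitation.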
ELG1 repair inh – ELG1-dependent DNA repair inhibition. HEK293T ELG1-luciferase reporter, luminescence, 16 h; DNA damage induced by 5-fluorouridine. Potency, µM (highest dose often 46.1 µM), without a hit: top-dose activity change, negative = inhibition, hits mostly inhibitors. actives 2.3% (n = 330,000). AID 504467; also: potency is read from the fitted curve at half-maximal effect; % is scaled to controls: 0 for no effect and ±100 for the full control effect; nearly all actives have a fitted effect of over 55% in size
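Overnight (16 hr) co-exposure of 2,000 cells/well to 5-fluorouridine and compound at 37 °C preceded detection. Luciferase was quantified via ONE-Glo luminescence; loss of signal denotes inhibition.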
Active calls of the source: *; u = inconclusive; x = no result given; [ ] = another dose, or the depositor's remark. Unless noted, calls follow the shape of the dose curve; as a rule, active = well fitted curve in the direction sought with a large enough effect; inconclusive = small, poorly fitted or top-dose-only effect, or another doubt; inactive = no such curve, though single readings can be large; an effect the other way counts as inactive or inconclusive.

SMILES	BCR signal inh	PTAP TSG101 blk	uPA generation	Tb PFK inh	USP2a inh	B2AR arrestin	Mito fusion act	TSHR antag	Eya2 inh	TCR activator	ELG1 repair inh
CCC(CC)NC(=O)c1cc([N+](=O)[O-])ccc1N1CCOCC1	15%	-1%	3%	10%	4%	0.2%	-3%	14	-5%	9%[46.1 µM]	2%
O=C(O)c1cccc(N/N=C/C2=C(Cl)c3cc(Cl)ccc3SC2)c1	u	-2%	0%	-15%	-20%	-0.2%	7%	1	0%	-1%	u
CCOc1ccc(C(=O)NC(=S)Nc2cccc(S(=O)(=O)NC3=NCCC3)c2)cc1	u	0%	-12%	4%	2%	0.4%	2%	2	-3%	8%	8%
COc1cc(C(=O)Nc2cccc(C(C)=O)c2)cc(OC)c1OC	u	-6%	-1%	0%	0%	-0.5%	-5%	-6	6%	-17%	18%
C=CCn1c2ccccc2c(=O)c2cc(C#Cc3ccsc3)ccc21	-10%	x	x	-5%	0%	-0.6%	5%	-11	8%	x	20%
CCc1cc2cccc(C)c2nc1SCC(=O)Nc1nonc1C	2%	4%	-3%	-3%	1%	0.1%	u	-22	3%	-4%	u
CC(Oc1ccc(F)cc1)C(=O)Oc1ccc(N(C)S(=O)(=O)c2ccccc2)cc1 (configuration not stated)	-3%	-1%	-11%	-1%	1%	-0.9%	19%	8	-9%	2%	7%
COc1ccccc1NC(=O)c1ccccc1-c1ccccc1C(=O)O	-10%	-5%	8%	-1%	1%	-0.2%	-5%	12	-10%	-9%	15%
CCc1cc(C(=O)N2CCN(c3ncccn3)CC2)sc1C	4%	-1%	-1%	7%	-1%	-0.4%	5%	-9	4%	1%	10%
CN(CC(=O)Nc1cccc(F)c1)CC(=O)Nc1cccc(S(N)(=O)=O)c1	-2%	0%	8%	-6%	-6%	0.0%	-5%	5	2%	0%	-8%
CCCCC(=O)Nc1ccc(Br)cn1	u	0%	-3%	-1%	-1%	0.0%	2%	3	-3%	9%	u
CC(C)C(=O)Nc1ccc2oc(=O)ccc2c1	-1%	-1%	-2%	0%	1%	0.0%	3%	3	3%	x	20%
COc1cccc(Nc2nc(C)cc(C)c2C(N)=O)c1	1%	2%	4%	-3%	0%	0.3%	4%	12	4%	x	8%
O=C(COC(=O)COc1ccc(Br)cc1)NCc1ccccc1	0%	-8%	-1%	-6%	-1%	0.1%	3%	-16	-13%	-1%	u
Brc1ccc(N=C(c2ccccc2)c2ccncc2)cc1	-3%	-1%	-2%	-1%	0%	-1.1%	-1%	12	-2%	-5%[46.1 µM]	5%
CC(=O)c1ccc(-c2cccc(-c3cc(=O)oc4ccc(C(C)(C)C)cc34)c2)cc1	-1%	-1%	u	-6%	-1%	7.2%	x	-13	-11%	4%[46.1 µM]	-20%
Oc1[nH]c2ccccc2c1OCc1ccncc1	-1%	-5%	4%	-1%	1%	0.2%	4%	10	22%	-5%	-5%
CN(c1ccccc1)S(=O)(=O)c1ccc(C(=O)NCCc2ccccc2)cc1	u	6%	1%	3%	3%	-0.1%	14%	-3	-4%	-1%	u
O=S(=O)(NCc1ccccc1)NCc1ccccc1F	-1%	-1%	2%	-1%	3%	0.0%	-1%	11	13%	3%	-8%
CN(CC(=O)Nc1ccccc1)CC(=O)Nc1ccc(F)cc1	-10%	-2%	-1%	-10%	-1%	0.1%	-7%	-10	1%	1%	15%
Fc1ccc(C(CNC(=S)NC2CCCCC2)N2CCOCC2)cc1 (configuration not stated)	-14%	-1%	-12%	-1%	-1%	-0.1%	-2%	1	0%	-94%	-1%
COc1ccc(C2/C(=C(\O)c3cccc(OC)c3)C(=O)C(=O)N2c2ccccn2)cc1 (configuration not stated)	-1%	-9%	-5%	u	-3%	-0.3%	1%	54	4%	1%	27%
O=C(O)c1ccc2ncsc2c1	u	-5%	6%	u	6%	-0.4%	-1%	-3	13%	-5%	u
C=C1C(=O)[C@@]23[C@H](O)C[C@@H]4C(C)(C)CC[C@H](O)[C@]4(C)[C@@H]2C[C@H](O)[C@@H]1[C@H]3O	u	-3%	38%[activator]	9%	0%	-0.4%	-1%	5	7%	0%	16µM*
O=C(O)c1csc(-c2cccc(Cl)c2)n1	u	-5%	3%	1%	6%	-0.2%	2%	0	-7%	-3%	u
O=S(=O)(Cc1ccccc1Cl)NCCc1ccccc1	3%	-1%	-5%	-2%	-2%	-1.9%	-8%	3	-1%	-9%	-6%
COc1ccc(NC(=O)CSc2nnc(C3CC3)n2N)cc1	3%	-6%	x	-3%	2%	0.1%	17%	7	-12%	-4%	15%
CN1CCC(OC(=O)Cc2ccc(Cl)cc2)CC1	-17%	-6%	-3%	4%	1%	0.0%	1%	-1	-1%	10%	12%
Cc1csc(-c2cnn(-c3ccccc3)c2NC(=O)c2ccc(C(F)(F)F)cc2)n1	-19%	-7%	-2%	0%	1%	0.4%	14%	-1	1%	0%	-6%
Cc1ccc(C)c(-n2cc(CN3CCCN(C=O)CC3)c(-c3ccccc3)n2)c1	u	1%	3%	u	-1%	-0.7%	1%	-10	-2%	-1%	-2%
O=C(NC(=O)c1ccccc1)Nc1ccccc1	u	-2%	3%	3%	-1%	0.1%	4%	25	2%	9%	u
O=C(Nc1cnn(Cc2ccc(Cl)cc2)c1)C1CCCC1	2%	0%	x	3%	2%	-0.4%	-10%	0	13%	2%	20%
Cc1nn(-c2ccc(Cl)cc2)c2sc(C(=O)c3c(N)n(C)c(=O)n(C)c3=O)cc12	u	0%	-1%	1%	3%	-0.2%	3%	-3	-12%	1%	11%
Cc1nc(N)nc(C)c1Cc1ccccc1	0%	-7%	2%	3%	1%	0.2%	-1%	-7	-6%	0%	9%
O=C(C1CCC1)N1CCN(c2ccc(Cl)cc2)CC1	2%	3%	-1%	3%	-1%	-0.2%	5%	3	-2%	x	3%
CCOc1ccc2c(c1)sc(N)[n+]2Cc1cc(C)cc2cccnc12	u	-2%	-8%	-1%	2%	-0.6%	3%	-26	5%	-10%[46.1 µM]	u
Cc1cc(=O)[nH]c2c1c(-c1ccccc1)nn2C	10%	-3%	-10%	-3%	-1%	-0.2%	3%	7	11%	-1%	u
COc1ccccc1OCCCOc1c(C)cc(C)cc1Br	u	1%	4%	1%	2%	-0.7%	-3%	-9	0%	-3%[46.1 µM]	24%
O=C(COC(=O)c1ccc[nH]c1=O)NCCc1ccc(F)cc1	1%	-2%	0%	-2%	-1%	0.0%	2%	2	-2%	-3%	2%
C/C(=C/c1ccccc1)C(=O)N1CC(C)OC(C)C1 (configuration not stated)	4%	-14%	-5%	4%	0%	0.0%	-21%	-21	5%	-4%	3%
Cc1cc(S(=O)(=O)N2CCCC(N3CCOCC3)C2)c(C)cc1Cl (configuration not stated)	0%	-6%	-3%	1%	0%	-0.3%	-8%	-5	3%	-8%	-7%
O=C(COc1ccccc1[N+](=O)[O-])c1ccccc1	u	0%	-4%	0%	3%	-0.3%	-1%	26	2%	-10%	u
